Rpn11 block: inhibitors of human proteasome Rpn11; O00487; calls only at 20 µM; human 26S proteasome, Ub4-pepOG fluorescence polarization; 20S core pre-blocked with epoxomicin; 360,000 tested, 0.59% active;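 active = inhibition at 20 µM, scaled to each plate's controls, above about 33%, limit read from the data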
Target sequence (O00487 whole entry, looked up): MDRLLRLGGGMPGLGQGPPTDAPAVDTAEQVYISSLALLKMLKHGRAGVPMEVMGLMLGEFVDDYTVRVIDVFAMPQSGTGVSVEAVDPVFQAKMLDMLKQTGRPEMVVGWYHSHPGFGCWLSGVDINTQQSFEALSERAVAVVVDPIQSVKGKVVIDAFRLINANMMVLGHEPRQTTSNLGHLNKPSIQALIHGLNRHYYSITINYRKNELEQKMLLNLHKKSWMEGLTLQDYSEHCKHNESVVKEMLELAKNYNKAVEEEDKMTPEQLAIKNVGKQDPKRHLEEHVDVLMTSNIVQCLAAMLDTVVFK
Rin1 Abl inh: inhibitors of human Rin1-Abl protein interaction | P00519+Q13671 | TR-FRET Rin1/Abl binding, biochemical | inhibition, % at 7.35 µM | 360,000 tested, 0.4% active | AID 588664; in the data active = inhibition above about 5%, passing the limit was not always enough
PABP1 MLLE inh: inhibitors of microRNA-mediated deadenylation, human PABP1 MLLE binding | AID 588489 | inhibition, % at 20 µM | GST-MLLE / FITC-PAM2 fluorescence polarization | 360,000 tested, 0.36% active; in the data active = inhibition above about 35%, passing the limit was not always enough;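 note: plate controls were DMSO wells with GST-MLLE for no effect and wells lacking GST-MLLE protein for full effect; some results filed as inactive read as strong as hits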
CSN deneddyl inh: blocks human CSN-mediated cullin deneddylation. Q92905. Purified CSN, SCF-Nedd8-OG deneddylation, fluorescence polarization. inhibition, % at 12.5 µM. 360,000 tested, 0.38% active. AID 651999;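 active = pattern-corrected inhibition above about 35%, with an unprinted fluorescence ratio check between 0.5 and 1.5, limit read from the data, passing the limit was not always enough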;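 note: 0% = enzyme with substrate and 100% = substrate without enzyme; some results filed as inactive read as strong as hits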
Target sequence (Q92905 whole entry, looked up, one chain of several): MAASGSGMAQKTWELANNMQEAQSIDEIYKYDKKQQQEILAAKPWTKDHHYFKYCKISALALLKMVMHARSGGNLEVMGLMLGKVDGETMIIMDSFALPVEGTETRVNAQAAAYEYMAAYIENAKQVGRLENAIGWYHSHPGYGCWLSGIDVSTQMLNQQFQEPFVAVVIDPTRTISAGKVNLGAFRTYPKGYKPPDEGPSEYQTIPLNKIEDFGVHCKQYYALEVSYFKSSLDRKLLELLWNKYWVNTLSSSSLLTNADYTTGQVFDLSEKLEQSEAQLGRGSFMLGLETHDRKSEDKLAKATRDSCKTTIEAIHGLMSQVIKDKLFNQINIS
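Schedule: reaction 90 min, room temperature / Assay system: HEK293T-derived human Csn5 enzyme / Input: Csn5 at 0.24 nM final / Measure: inhibition of Csn5 cleavage, % / Control set: substrate-only high control, full reaction low control / Technique: fluorescence polarization of the substrate / Buffer or medium: Tris/NaCl/DTT buffer, pH 7.5 / Reagent: SCFSkp2-Nedd8OG substrate at 10 nM final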
FAS TE block: blocks the thioesterase domain of human fatty acid synthase | recombinant FAS-TE, OMFH fluorogenic substrate, fluorescence endpoint | inhibition, % at 15 µM | 360,000 tested, 0.67% active | P49327 | AID 602261;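 active = compounds whose normalised, plate-corrected inhibition of enzyme fluorescence in the single-dose primary screen is 50% or more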;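 note: 0% = DMSO with enzyme and 100% = substrate without enzyme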
SKN-1 inh: inhibitors of C. elegans SKN-1; C. elegans VP596 Pgst-4::GFP/RFP ratio, acrylamide-induced, 24 h; inhibition, % at 21.8 µM; 360,000 tested, 0.49% active;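 active = interference check ratio from 0.5 to 1.5 plus GFP to RFP signal ratio inhibition reaching or exceeding a fixed threshold, cut at about 30% in these data, passing the limit was not always enough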; note: some compounds called inactive have numbers as strong as hits
MT1-MMP act inh: blocks activation of human MT1-MMP; P50281; HT1080 RFP-PRO-GFP cells, GFP/RFP ratio fluorescence, overnight; percent of plate control window, DMSO zero; GFP/RFP ratio change, % at 20 µM; 360,000 tested, 0.061% active; AID 651647;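 active = GFP/RFP ratio change of at least 30% with cell ATP level not reduced by more than half and red fluorescence within 50% of control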; note: strong numbers were not always called active
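Assay system: HT1080 RFP-PRO-GFP cells | Dosing: 20 µM single dose, 1% DMSO | Incubation: Cells overnight before dosing, compound overnight, 37 °C, 5% CO2 | Evaluation: GFP/RFP fluorescence ratio | Control set: DMSO-only wells and HT1080 RFP-L50D-GFP cell wells as references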
Neddyl block: blocks human cullin neddylation; P61081+Q13564; TR-FRET cullin neddylation, biochemical; calls only at 25 µM; 360,000 tested, 0.58% active; AID 651699; in the data active = inhibition above about 36%
NadD inh: blocks S. aureus nicotinate mononucleotide adenylyltransferase; purified NadD enzyme, colorimetric absorbance read-out; inhibition, % at 20 µM; 360,000 tested, 0.78% active; AID 602399; in the data active = inhibition above about 26%; note: some compounds past the cut are filed as inactive
* = called active by the depositor; i = inactive; . = no result given; + = active, no number.

No.	canonical_smiles	Rpn11 block	Rin1 Abl inh	PABP1 MLLE inh	CSN deneddyl inh	FAS TE block	SKN-1 inh	MT1-MMP act inh	Neddyl block	NadD inh
1	CCN(CC)CCCN1C(=O)CSC1c1ccc([N+](=O)[O-])cc1 (centres undefined)	i	3	42*	1	-4	8	1	i	-4
2	O=C1CCN(S(=O)(=O)c2cc(C(F)(F)F)ccc2Cl)CC1	i	2	0	-2	-7	-6	3	i	2
3	COc1cccc(NC(=O)CN2C(=O)CSc3ccc(S(=O)(=O)N4CCCCC4)cc32)c1	i	5	7	-3	53*	1	0	i	1
4	O=C(NCCCN1CCOCC1)C(=O)NCc1ccccc1Cl	i	3	7	7	-2	-10	3	i	0
5	O=C(NN=Cc1ccccc1C(=O)O)C(=O)NN=Cc1ccccc1C(=O)O	i	6	-7	3	-7	10	-4	i	4
6	O=C(O)CCCNC(=O)c1cncc(O)c1	i	1	5	-3	-8	-9	1	i	4
7	CC(=O)Nc1sc2c(c1C(c1ccc(Cl)cc1)N1CCOCC1)CCCC2 (centres undefined)	i	-4	5	5	22	14	-11	i	-4
8	Cc1ccc(-c2cc(C(=O)NCCCN3CCCC3)c3ccccc3n2)cc1C	i	-1	-19	-2	-6	-10	-1	.	8
9	O=S(=O)(Cc1ccccc1)NCc1cccnc1	i	4	-16	-4	-8	-5	0	i	-1
10	COCCNC(=O)COc1cccc(Oc2ccccc2)c1	i	2	2	6	-6	22	1	i	-7
11	CN(C)S(=O)(=O)c1ccc(C(=O)NCCc2ccco2)cc1	i	5	3	2	-5	1	4	i	-5
12	CCOC(=O)CC1=NN(c2ccccc2)C(=O)C1	i	4	-2	4	-8	-7	-1	i	-4
13	NC(=O)Cc1ccc(Nc2nnc(-c3ccccc3)c3ccccc23)cc1	i	0	0	-2	-2	0	4	i	0
14	Cc1nc2ccccc2n1CC(=O)NC(C)C1CC2CCC1C2 (centres undefined)	i	0	5	4	2	7	-12	i	0
15	Cc1ccn(CC(=O)N2CCCC(N3CCN(c4ccccc4F)CC3)C2)n1 (centres undefined)	i	1	4	4	-7	1	2	i	0
16	CC(C)Nc1ncnc2c1nnn2Cc1ccccc1	i	-2	-4	8	1	0	4	i	-7
17	CN(CC(=O)Nc1ccc(Cl)c(C(F)(F)F)c1)C(=O)CC1Sc2ccccc2NC1=O (centres undefined)	i	1	10	6	49	-2	2	i	-3
18	c1ccc(Cc2nnc3sc(-c4cccnc4)nn23)cc1	i	3	32	1	4	9	-1	i	-2
19	O=S(=O)(c1cccs1)N1CCN(c2ccc(F)cc2)CC1	i	-1	8	3	10	-1	0	i	-3
20	Cc1cc(C)n2nc(-c3cnn(C)c3C(F)(F)F)cc2n1	i	-4	-8	-1	-3	5	12	+	-2
21	CC(C)C[C@H]1CN([C@@H](Cc2ccc(O)cc2)CN2CCC[C@H]2CN2C(=O)C(=O)NC[C@@H]2Cc2ccccc2)C(=O)C(=O)N1CCc1ccccc1	.	.	.	-1	2	8	1	i	29
22	O=C(COc1ccccc1Br)N1CCN(C(=O)c2cccs2)CC1	i	2	-16	-1	-6	1	0	i	-4
23	COc1ccc(OCCCCn2c(CO)nc3ccccc32)cc1	i	-1	-2	0	0	4	-2	i	-7
24	COc1ccc(CCNC(=O)COC(=O)C23CC4CC(CC(Br)(C4)C2)C3)cc1	i	-2	-29	2	0	9	3	i	8
25	N#C/C(=N\Nc1ccc(S(=O)(=O)N2CCc3ccccc32)cc1)C(N)=S	i	-1	10	5	13	6	-1	i	23
26	CCCCN(C(=O)c1cc2c(s1)CCCC2)c1c(N)n(CCC)c(=O)[nH]c1=O	i	0	-10	-1	-2	5	-2	i	9
27	Cc1ccc(NC(=O)c2ccc(Oc3ncccn3)cc2)cc1	i	1	4	-2	7	-6	4	i	-15
28	Cc1cccc(OCC(O)CN2CC3(C)CC2CC(C)(C)C3)c1 (centres undefined)	i	1	2	4	1	-3	18	i	1
29	CCC(C)CCN1C(Nc2ccccc2)=NC[C@@H]1C (some centres undefined)	i	4	8	-1	-5	-7	3	i	0
30	N#C/C(=C\c1ccc(N2CCOCC2)cc1)c1ccccc1	i	-2	12	6	27	48*	-1	i	1
31	CC(NC(=O)C(C)(C)C)c1nc2ccccc2n1C (centres undefined)	i	2	-1	-1	-6	8	0	i	5
32	O=C(NCc1ccc(F)cc1)C1CCC(CNS(=O)(=O)c2ccccc2)CC1 (centres undefined)	i	-1	-3	5	-4	2	0	i	2
33	COc1ccccc1/C=N/N1CCN(c2ccc(Cl)cc2)CC1	i	-2	-3	-2	21	18	3	i	4
34	Cc1ccccc1-c1nnc(SCc2ccc(F)cc2)o1	i	3	-96	-4	15	-5	-3	i	-3
35	CCN(Cc1ccccc1)C(=O)c1c[nH]c2ccc(S(=O)(=O)N(C)CCC#N)cc2c1=O	i	-4	8	-2	59*	1	6	i	0
36	CC(C)CCNC(=O)C1CCN(S(=O)(=O)c2ccc3c(c2)CCC(=O)N3)CC1	i	2	0	-6	1	20	-1	i	3

Complete entries, looked up by structure. Order of values: Rpn11 block | Rin1 Abl inh | PABP1 MLLE inh | CSN deneddyl inh | FAS TE block | SKN-1 inh | MT1-MMP act inh | Neddyl block | NadD inh
N#C/C(=C\c1ccc(N2CCOCC2)cc1)c1ccccc1 as listed: i | -2 | 12 | 6 | 27 | 48* | -1 | i | 1
CC(NC(=O)C(C)(C)C)c1nc2ccccc2n1C (centres undefined) as listed: i | 2 | -1 | -1 | -6 | 8 | 0 | i | 5
O=C(NCc1ccc(F)cc1)C1CCC(CNS(=O)(=O)c2ccccc2)CC1 (centres undefined) as listed: i | -1 | -3 | 5 | -4 | 2 | 0 | i | 2
CCCCN(C(=O)c1cc2c(s1)CCCC2)c1c(N)n(CCC)c(=O)[nH]c1=O as listed: i | 0 | -10 | -1 | -2 | 5 | -2 | i | 9

Going on with the list:
No.	canonical_smiles	Rpn11 block	Rin1 Abl inh	PABP1 MLLE inh	CSN deneddyl inh	FAS TE block	SKN-1 inh	MT1-MMP act inh	Neddyl block	NadD inh
37	CN(C(=O)c1ccc(N2CCOCC2)c([N+](=O)[O-])c1)C1CCCCC1	i	-2	16	-2	-5	-11	1	i	2
38	COc1ccc(-c2c(NC(=O)c3ccco3)oc3ccc(Cl)cc3c2=O)cc1	i	-1	-9	3	2	11	4	i	0
39	Cc1cc(-c2nc(C)c(C(=O)NNC(=O)NC(C)C)s2)no1	i	0	-4	1	-6	1	3	i	-5
40	CC(=O)Nc1ccc(-c2ccnc3c2CC(C)(C(=O)NCC2CC2)O3)cc1 (centres undefined)	i	-4	-1	2	-8	-4	-1	i	-2
41	Cn1cnc2c(N/N=C/c3cccs3)ncnc21	i	-5	-3	-4	0	1	-6	i	-6
42	C=CCC[C@@H](Cc1ccc(F)cc1)C(=O)OCCNC(=O)[C@@H](CC=C)CC(=O)N(CCO)Cc1ccccc1	i	4	3	1	14	7	-1	i	-7
43	C[C@H]1CN([C@@H](C)CO)C(=O)Cc2cc(NS(=O)(=O)c3cn(C)cn3)ccc2O[C@@H]1CN(C)C(=O)Nc1ccc(F)cc1	i	5	-6	-5	-4	17	1	i	0
44	CCN(CC)CCCNC(=O)c1cc(-c2ccc(Cl)c(Cl)c2)on1	i	-2	8	-3	2	0	-1	i	-6
45	CCCOc1ccc(/C(O)=C2/C(=O)C(=O)N(CCCn3ccnc3)C2c2cccnc2)cc1 (centres undefined)	i	-3	3	-1	0	-3	3	i	0
46	OC(CNCc1ccc(F)cc1)(c1ccccc1)c1ccc(F)cc1 (centres undefined)	i	-6	9	8	3	-3	-4	i	-6
47	O=C(CN1CCCCCCC1)Nc1ccc(Cl)cc1Cl	i	2	1	-5	9	-9	2	i	3
48	COc1ccc(NC(=S)N2CCOCC2)c(OC)c1	i	1	-33	7	-4	-5	3	i	5

An excerpt of these results, with one line to a screen.
38. COc1ccc(-c2c(NC(=O)c3ccco3)oc3ccc(Cl)cc3c2=O)cc1
46. OC(CNCc1ccc(F)cc1)(c1ccccc1)c1ccc(F)cc1 (centres undefined)

entry no.	38	46
Rpn11 block	i	i
Rin1 Abl inh	-1	-6
PABP1 MLLE inh	-9	9
CSN deneddyl inh	3	8
FAS TE block	2	3
SKN-1 inh	11	-3
MT1-MMP act inh	4	-4
Neddyl block	i	i
NadD inh	0	-6

More structures follow.
No.	canonical_smiles	Rpn11 block	Rin1 Abl inh	PABP1 MLLE inh	CSN deneddyl inh	FAS TE block	SKN-1 inh	MT1-MMP act inh	Neddyl block	NadD inh
49	CCCNC(=O)c1ccc(-c2nn(C)c(=O)c3ccccc23)cc1	i	0	-12	2	-4	-5	4	i	-7
50	Cc1ccc(C(=O)n2nnc3ccccc32)cc1[N+](=O)[O-]	i	-2	27	0	33	3	-2	i	3
51	COc1cccc(-n2cnc3sc(-c4ccccc4)cc3c2=O)c1	i	1	7	2	3	-8	3	i	-5
52	CCCCc1c(O)nc2sccn2c1=O	i	-6	-15	-3	-7	6	-3	i	-4
53	CCC(C)C(=O)OC1CCC=C2C=CC(C)C(CCC3CC(O)CC(=O)O3)C21 (centres undefined)	i	6	5	-1	12	-2	-5	i	0
54	CC(=O)c1cccc(NC(=S)NC(=O)c2cccc(Cl)c2)c1	i	-3	26	-8	13	0	2	i	-8
55	Cc1ccc(NC(=O)C2COc3ccccc3O2)cc1 (centres undefined)	i	1	7	3	5	2	0	i	-6
56	COc1ccccc1NC(=O)C1CC(=O)N(c2ccc(F)cc2)C1 (centres undefined)	i	5	6	-2	-7	-5	7	i	0
57	O=C(NCc1ccc2c(c1)OCO2)Nc1ccc2ccccc2c1	i	1	6	-2	-9	4	1	i	-11
58	COC(=O)c1c(NC(=O)COc2ccc(Cl)cc2Cl)sc2c1CC(C)(C)NC2(C)C	i	-1	-7	-1	0	-6	0	i	-6
59	COc1cc(C(=O)OCC(=O)Nc2cc(S(=O)(=O)N3CCOCC3)ccc2C)ccc1OCC(C)C	i	0	-32	1	15	-11	3	i	-5
60	COc1cc(NC(c2ccccc2)c2ccccc2)cc(OC)c1OC	i	-2	4	-8	-3	-14	2	i	-6
